Screening data deposited in PubChem BioAssay by several laboratories.
NR1D1 modulator – modulates human Rev-erb alpha binding to DNA; P20393; Rev-erbα–FITC-DNA binding, fluorescence polarization, 90 min; activity, % at 10 µM; 370,000 tested, 0.79% active; AID 1259318;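 active = activity above about 14%, limit read from the data; passing the limit was not always enough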;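 note: 0% = DMSO wells with 35 nM protein and 100% = DMSO wells with 750 nM protein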
hcDAF-12 act – activators of H. contortus DAF-12 nuclear receptor | HEK293 hcDAF-12 lit1-tk-luc reporter, luminescence; 0% DMSO, 100% Δ7-dafachronic acid | activation, % at 6.8 µM | 370,000 tested, 1.4% active | AID 652067;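 active = activation above the mean of all tested compounds plus 3 SD, cut at about 5.5% in these data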;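 note: 100% = response to 3 µM Δ7-dafachronic acid high control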
hgDAF12 agonist – hgDAF-12 agonism, primary luciferase screen; HEK293 GAL4-hgDAF12 UAS-luciferase reporter, agonist luminescence; normalized to butyrate control; 370,000 tested, 1.8% active; activation, % at 6.8 µM;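 active = activation above a cutoff set at the mean of all screened compounds plus 3 SD, cut at about 10% in these data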;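 note: 0% = DMSO wells and 100% = sodium butyrate wells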
DAX1 inh-1 – inhibitors of human orphan nuclear receptor DAX1 (NR0B1); 340,000 tested, 0.99% active; inhibition, % at 6.75 µM; P51843; AID 504766; HEK293 Gal4-DAX1 luciferase reporter, luminescence;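 active = inhibition above the mean over all tested compounds plus 3 SD, cut at about 4.2% in these data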;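 note: 0% = DAX1-transfected cells with DMSO and 100% = empty-vector control cells with DMSO; inhibition shows as a rise in luminescence from relieved DAX1 repression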
Target sequence (P51843 207-470 limits assumed): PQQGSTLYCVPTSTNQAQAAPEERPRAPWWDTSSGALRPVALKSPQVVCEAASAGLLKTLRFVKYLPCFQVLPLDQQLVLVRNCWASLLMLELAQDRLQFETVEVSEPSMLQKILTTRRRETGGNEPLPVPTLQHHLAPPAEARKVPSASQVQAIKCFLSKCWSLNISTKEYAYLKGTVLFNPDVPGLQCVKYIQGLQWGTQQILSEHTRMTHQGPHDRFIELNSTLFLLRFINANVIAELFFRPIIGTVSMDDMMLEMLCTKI
DAX1 inh-2 – inhibitors of DAX1 repression of SF-1 activated StAR promoter. 370,000 tested, 1.1% active. HEK293T StAR-luciferase reporter, SF-1/DAX-1 repression relief. inhibition, % at 6.8 µM. AID 652010;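 active = inhibition above the mean over all tested compounds plus 3 SD, cut at about 3.6% in these data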;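 note: 0% = DAX-1 cells with DMSO and 100% = cells lacking DAX-1 with DMSO; higher inhibition means more luminescence from relief of DAX-1 repression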
PLCg1 inh – blocks human PLC-gamma1 enzyme activity | 370,000 tested, 0.84% active | P19174 | AID 720700 | purified PLC-gamma1, fluorogenic substrate, fluorescence | inhibition, % at 12.2 µM; in the data active = inhibition above about 9.5%
MBD2 DNA inh – inhibitors of human MBD2 binding to methylated oligonucleotide. TR-FRET. inhibition, % at 4.4 µM. 370,000 tested, 0.31% active; in the data active = inhibition above about 13%
Target sequence (Q9UBB5 whole entry, looked up): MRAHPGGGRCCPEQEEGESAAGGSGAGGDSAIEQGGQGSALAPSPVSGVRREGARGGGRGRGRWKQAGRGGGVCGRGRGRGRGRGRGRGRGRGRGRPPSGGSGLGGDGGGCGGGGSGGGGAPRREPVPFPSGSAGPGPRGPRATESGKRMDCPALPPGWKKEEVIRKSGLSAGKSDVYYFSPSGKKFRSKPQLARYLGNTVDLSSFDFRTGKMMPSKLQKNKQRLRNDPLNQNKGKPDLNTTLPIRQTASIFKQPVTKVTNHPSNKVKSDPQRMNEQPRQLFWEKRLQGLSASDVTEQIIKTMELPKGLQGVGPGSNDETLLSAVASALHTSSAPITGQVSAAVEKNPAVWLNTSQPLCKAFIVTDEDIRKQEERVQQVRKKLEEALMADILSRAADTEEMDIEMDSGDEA
PLC-beta3 inh – PLC-beta3 (human) inhibition, primary screen. AID 720704. Q01970. Purified PLC-beta3, fluorogenic substrate, fluorescence. inhibition, % at 12.2 µM. 370,000 tested, 0.18% active; in the data active = inhibition above about 11%;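 note: 0% = median of compound wells on plate and 100% = full blocker control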
ssDAF12 agonist – S. stercoralis DAF-12 activation, primary screen | HEK293 ssDAF-12/GRIP1 lit1-tk-luc reporter, luminescence; % of 3 µM dafachronic acid response | activation, % at 6.8 µM | 370,000 tested, 1% active;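 active = activation above the mean over all tested compounds plus 3 SD, cut at about 0.9% in these data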;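 note: 0% = DMSO-only wells and 100% = 3 µM delta7-dafachronic acid wells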
SMARCA2 activ – activators of SMARCA2 function; MG213 cells, MMTV-luciferase reporter, dexamethasone, overnight; activation, % at 9.1 µM; 370,000 tested, 1% active; AID 652017; in the data active = activation above about 7.8%;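 note: 0% = vehicle wells and 100% = reference activator wells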
ADAM17 inh – ADAM17 inhibition, QFRET primary screen | P78536 | recombinant ADAM17, EDANS/DABCYL FRET peptide cleavage | inhibition, % at 6.95 µM | 370,000 tested, 0.83% active | AID 720648;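 active = inhibition above the mean of compounds lying between control limits plus 3 SD, set per campaign, cut at about 8.5% in these data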;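 note: 0% = DMSO-only wells as the low control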
Active calls of the source: *; i = inactive; · = not tested or not shown; & = joins results of further samples.

Start of the listing, in advance (two entries):
SMILES	NR1D1 modulator	hcDAF-12 act	hgDAF12 agonist	DAX1 inh-1	DAX1 inh-2	PLCg1 inh	MBD2 DNA inh	PLC-beta3 inh	ssDAF12 agonist	SMARCA2 activ	ADAM17 inh
Cc1cc(C)nc(/N=C2/NC(=O)CS2)n1	1	3.0	1.6	-1.1	0.0	-3	-2	-4	-0.7	-1	-3
O=C(COC(=O)c1cccc2ccccc12)Nc1cccnc1Cl	0	-1.3	0.5	0.5	-0.2	-3	-4	-5	-2.3	1	-15

All compounds of this part, from the start:
SMILES	NR1D1 modulator	hcDAF-12 act	hgDAF12 agonist	DAX1 inh-1	DAX1 inh-2	PLCg1 inh	MBD2 DNA inh	PLC-beta3 inh	ssDAF12 agonist	SMARCA2 activ	ADAM17 inh
Cc1cc(C)nc(/N=C2/NC(=O)CS2)n1	1	3.0	1.6	-1.1	0.0	-3	-2	-4	-0.7	-1	-3
O=C(COC(=O)c1cccc2ccccc12)Nc1cccnc1Cl	0	-1.3	0.5	0.5	-0.2	-3	-4	-5	-2.3	1	-15
Cc1cc(C(=O)Nc2nc3c(s2)CCCC3)cs1	-1	6.0*	9.1	-0.9	2.8	-6	-1	-11	0.5	0	-1
CCOCCn1c(N2CCCC2)nc2c1c(=O)[nH]c(=O)n2C	4	-1.1	-1.2	0.5	0.0	-2	0	-5	-1.3	1	4
O=C(CCCN1C(=O)c2cccc3cccc(c23)C1=O)NCCN1CCOCC1	·	-0.4	-3.3	1.0	-0.2	-3	-2	-12	-0.5	-2	-43
NS(=O)(=O)c1ccc(NC(=O)c2ccc(COc3ccccc3)o2)cc1	0	-4.3	-6.0	-0.1	-1.6	0	-1	3	-1.7	-1	-1
CC(=O)c1ccc(NC(=O)c2ccn(C(=O)OCC(C)C)n2)cc1	0	2.9	7.5	0.9	2.2	2	-9	1	-0.7	2	-3
Cc1ccc(C(=O)NC(C)c2nnc(SCC(=O)NC3CCCC3)n2C)cc1 (stereo unspecified)	-1	0.2	-2.3	1.4	-1.3	-4	3	-7	-0.8	-3	-5
COc1ccccc1CC(=O)Nc1ccc(S(=O)(=O)N(C)C2CCN(C)CC2)cc1	1	-0.1	2.8	0.9	-0.8	2	6	-5	-0.9	-2	-1
CC(C)CC1NC(=O)N(CC(=O)Nc2cc(F)ccc2F)C1=O (stereo unspecified)	-4	-0.2	-1.1	-0.3	0.1	0	0	-4	-0.6	2	-3
Cc1ccc(S(=O)(=O)CCC(=O)OCc2ccc(Cl)cc2)cc1	0	-1.9	4.9	2.7	0.1	0	3	0	-0.9	0	-2
CSc1ccc(NC(=O)NCc2ccccc2)cc1	-2	3.5	6.8	2.5	0.3	0	0	0	0.9	5	-2
Cc1ccc(-n2nc3c(=O)n(CC(=O)NCc4cccs4)nc(C)c3c2C)cc1	1	1.8	1.6	0.0	-0.2	3	-6	-5	-1.0	1	1
O=C(NCCS(=O)(=O)NC1CCCCC1)c1ccccc1	0	-0.4	0.1	-0.3	-0.1	1	-4	-8	-0.7	0	-1
COc1cc2c(cc1OC)CN(C(=O)c1cc(COc3ccccc3SC)on1)CC2	-8	0.0	-4.7	-0.3	-1.7	-34	-2	-40	-1.2	-1	-4
Cc1ccc(S(=O)(=O)N2CCC(C(=O)NCc3cccs3)CC2)cc1	-3	-0.4	0.2	·	-0.5	-1	-3	-2	-1.5	-1	1
O=C(O)C1CCCN1S(=O)(=O)c1ccc2c(c1)CCC2 (stereo unspecified)	2	3.9	1.9	-0.8	-0.5	-1	1	3	-1.1	1	0
Cc1[nH]c2ccccc2c1SCC(=O)N1CCN(c2ccccc2)CC1	-3	-2.1	0.2	1.8	-0.9	0	-2	2	-1.7	-5	1
COc1ccc2c(c1)C(c1ccccc1)NC(=O)C2 (stereo unspecified)	-7	1.0	-0.1	-0.7	-0.4	0	-3	-1	-1.0	0	0
COC(=O)CCC(=O)Nc1nccs1	-3	-0.5	2.7	1.3	-1.3	-1	7	-4	-1.5	-1	-7
CC(C(=O)NC1CCCC1)N(c1ccc(Oc2ccccc2)cc1)S(C)(=O)=O (stereo unspecified)	-3	-0.1	2.1	-1.9	1.3	6	-4	4	-1.1	-2	3
CC(CC(=O)Nc1ccc2c(c1)c(=O)n(C)n2Cc1ccc(F)cc1)c1ccccc1 (stereo unspecified)	-3	-1.7	-2.8	·	-1.1	-310	0	-414	-0.8	-5	i
CCCCn1c(-c2nn(C)cc2Cl)n[nH]c1=S	1	0.1	-1.2	-0.1	-0.5	4	-7	2	-1.4	0	3
CCOc1ccc(CNC(=O)C2CCCN(S(C)(=O)=O)C2)cc1OC (stereo unspecified)	-6	-0.1	1.9	0.2	0.3	2	4	3	-0.5	0	1
COc1ccc(NC(=O)Nc2ccon2)cc1OC	2	1.0	-0.2	0.9	1.9	0	-2	-1	-1.0	-2	0
CC(=O)Nc1ccc(SCC(=O)Nc2oc(C)c3c(C)n[nH]c(=O)c23)cc1	0	0.0	0.9	0.0	0.0	3	-1	-5	-1.0	4	-4
COc1ccc(C(=S)N2CCN(c3ccccc3C)CC2)cc1OC	-2	-0.8	1.4	-1.4	-1.1	3	-7	4	-1.0	-1	3
Cc1ccc2nc(COC(=O)c3cnccn3)cc(=O)n2c1	-1	-0.8	1.1	0.5	0.2	-21	-4	-34	-1.2	0	-19
CCN(CC(=O)Nc1c(F)cccc1F)C(=O)CCc1nc2cc(S(=O)(=O)N3CCOCC3)ccc2n1C	-4	0.3	-1.0	-1.1	1.6	0	-5	-1	-0.9	-3	-7
CCc1ccc(S(=O)(=O)Nc2cc3c(cc2N2CCOCC2)n(C)c(=O)c(=O)n3C)cc1	-5	1.7	-0.8	0.9	0.4	-29	5	-49	-1.0	-1	-2
O=C(Cn1c(=O)c2c(ncn2Cc2ccccc2)n(Cc2ccccc2)c1=O)N1CCc2ccccc21	-4	3.7	-2.0	-0.4	-0.7	2	8	-5	-1.1	-3	3
COc1ccc(NC(=O)c2cccc(N3C(=O)C4C5CCC(C5)C4C3=O)c2)cc1 (stereo unspecified)	-6	-2.4	-4.2	-1.1	-2.6	2	-5	0	-0.9	-3	11*
O=C(O)c1cccc(N(CCO)CCO)c1	-2	-0.2	1.2	0.4	0.2	-99	-2	-145	-1.4	5	-107
CC(=O)N/C(=C\c1ccccc1)C(=O)OCc1cc(C)ccc1C	-3	-0.8	-2.4	1.3	-0.1	0	2	-5	-0.7	-2	-2
COc1cccc(OCC(=O)NC2CCCCCC2)c1	-4	1.6	2.2	-0.1	1.1	-2	-2	-3	-1.5	2	-2
COc1ccc2c(CC(=O)OCC(=O)Nc3ccccc3[N+](=O)[O-])coc2c1	-3	0.2	-0.5	0.8	-0.1	-1	0	0	-1.5	3	1
Cc1cc(C)cc(C(=O)N(CCc2ccccc2)C2=CC3CCC(C2)N3C)c1 (stereo unspecified)	-5	-0.6	-0.6	2.0	-0.3	5	-3	4	-1.2	1	-1
Cc1nn(C)c(NC(=O)c2ccc([N+](=O)[O-])cc2)c1Cl	5	-0.2	-1.7	0.6	0.0	4	3	-7	-1.0	5	0
Cn1nnnc1SCC(=O)N1N=C(c2ccc(Cl)cc2)CC1c1ccco1 (stereo unspecified)	-5	-1.8	0.6	-0.8	-0.1	-2	-4	-7	-2.2	-2	1
Cc1cc2c(cc1S(N)(=O)=O)S(=O)(=O)CCC2	-4&-1	-2.7	-1.8	1.4	1.2	1	1	0	-1.4	0	-4
CCN(C(=O)CSc1nncs1)c1c(N)n(Cc2ccccc2)c(=O)[nH]c1=O	0	-1.1	-1.1	-0.7	-0.3	-2	2	3	-1.1	-2	-6
COCCCNC(=S)Nc1ccc(N2CCCCC2)cc1	1	-0.2	1.0	0.9	1.4	3	2	-6	-1.7	-3	-7
Cc1cc(=O)oc2c(C)c(OCC(=O)NC3CC(C)(C)NC(C)(C)C3)ccc12	-4	0.1	0.7	-0.6	-0.5	-2	-3	-10	-0.7	0	-22
CCN(CCCNC(=O)C1CCC(=O)N1C1CCCC1)c1cccc(C)c1 (stereo unspecified)	6	-1.4	1.3	1.4	0.3	1	0	3	-1.0	-1	0
O=[N+]([O-])c1ccc2nc(-c3ccc(OC(F)F)cc3)cn2c1	-6	2.4	4.4	-0.3	1.7	-5	-8	-7	0.5	-1	-1
CCc1cccc(N(C(=O)c2csnn2)C(C(=O)NC2CCCC2)c2cccnc2)c1 (stereo unspecified)	0	-0.2	1.8	-1.7	-0.6	1	0	-4	-0.6	-2	-1
COc1ccccc1Nc1ncccc1C(=O)O	3	-0.8	-0.8	1.9	-0.1	0	7	-1	-1.0	-3	-7
Cc1n[nH]c(=S)n1/N=C/c1ccc(OCc2ccc(Cl)cc2)cc1	-12	2.3	13*	2.7	0.8	0	-6	3	-1.0	0	1
COc1ccc(-c2noc(=O)[nH]2)cc1	2	2.8	-0.1	2.4	-0.4	-1	-3	3	-1.1	0	-2
CNC(=O)CSc1nc2cccnc2n1C1CCCCC1	3	-0.6	-1.3	0.1	-0.5	1	1	-7	-0.1	0	-5
Nc1ccc(S(=O)(=O)N2CCCC2)cc1	-3	0.7	1.4	6.0*	0.7	0	1	1	-1.6	0	-2
O=C(O)CSCc1cnn(-c2ccccc2)c1-n1cccc1	6	-0.5	-1.6	0.1	-0.4	1	-2	0	-1.0	2	0
CCCc1cc(=O)oc2cc(C)cc(OCC(=O)NC3CC3)c12	1	-0.7	1.0	-0.6	-1.1	-102	1	-158	-1.5	-1	-80
O=C(c1ccc2c(c1)[nH]c(=S)n1c3ccccc3nc21)N1CCN(c2ncccn2)CC1	18	0.1	-2.6	2.5	-0.1	-16	3	-20	-1.1	0	-8
O=C1C(Cc2ccccc2)Nc2ncnc(N3CCOCC3)c2N1Cc1ccc(Br)cc1 (stereo unspecified)	6	1.3	0.6	-0.9	0.6	-3	-6	-5	-1.2	-2	0
CCc1ccc(CN(C)C(=O)C2CCC(=O)N(CCc3ccc(OC)cc3)C2)nc1 (stereo unspecified)	-5	1.1	-0.4	-0.7	0.1	-4	0	-11	-1.1	-2	-5
COc1ccc(-c2nc3c4ccccc4ccn3c2Cc2ccccc2)cc1OC	-5	11*	8.4	·	-1.1	-27	5	-35	2.8*	2	-22
COc1ccc(C2CC(=O)c3cc(OC)c(OC)cc32)cc1OC (stereo unspecified)	0	-2.0	-0.3	·	0.2	1	2	-7	-0.6	-2	0
O=C(Nc1nc2c(F)cccc2s1)c1ccc([N+](=O)[O-])o1	-5	4.9	3.8	0.8	-1.8	1	1	1	-0.8	1	-2
CCOC(=O)C1C(=O)CC(C)(O)C(C(=O)OCC)C1/C=C/c1ccccc1 (stereo unspecified)	5	1.2	-0.7	0.6	-0.1	6	5	-2	-1.5	1	-7
CCc1ccc(N/C(SCc2cccc(F)c2)=C(/C#N)C(=O)NCc2ccco2)cc1	-7	-2.6	0.5	-0.6	-0.7	-3	-4	0	-1.8	-1	-2
CC(=O)c1ccc(NC(=O)C(C)Sc2nnc(C3CCCCC3)o2)cc1 (stereo unspecified)	-1	-0.1	7.9	·	0.4	-1	-5	0	-0.8	3	-1
